# Screening results: PubChem, National Center for Advancing Translational Sciences (NCATS)
# PI5P4Ka inh – PI5P4K alpha (human) kinase inhibition; P48426; PI5P4Kalpha enzyme, ADP-Glo luminescence, 60 min; stronger effect = lower value; max response, %; 330,000 compounds, 1.2% hits; AID 652105; active = max response of -50% or lower; inconclusive = between -30% and -50%; inactive = -30% or higher; also: value at the top dose of about 77 µM; % is scaled to controls: 0 for no effect and ±100 for the full control effect
# Target sequence (P48426 whole entry, looked up): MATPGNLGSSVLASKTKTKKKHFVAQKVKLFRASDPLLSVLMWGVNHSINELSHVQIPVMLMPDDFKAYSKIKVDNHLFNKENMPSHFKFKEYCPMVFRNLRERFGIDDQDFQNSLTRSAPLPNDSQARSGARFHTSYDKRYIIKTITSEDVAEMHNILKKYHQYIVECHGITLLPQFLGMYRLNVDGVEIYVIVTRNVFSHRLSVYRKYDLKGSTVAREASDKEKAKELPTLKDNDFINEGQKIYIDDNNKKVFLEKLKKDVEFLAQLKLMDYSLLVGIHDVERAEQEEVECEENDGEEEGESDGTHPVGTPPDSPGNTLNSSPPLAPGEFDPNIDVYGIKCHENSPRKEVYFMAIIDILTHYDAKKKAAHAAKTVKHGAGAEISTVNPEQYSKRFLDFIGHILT
#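 Single end-point luminescence (ADP-Glo) quantified ADP from PI5P4Kalpha turnover; ATP 5 microM final, 1 h at RT, 0.1% CHAPS and 0.28 mM EGTA in HEPES pH 7.4.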
# IL-2 act – activates IL-2 in a cell-based reporter assay; IL-2 activation reporter assay, cell-based qHTS; stimulated with anti-CD3/CD4/CD28 beads; in transgenic mouse T cells; activation, % (series mostly up to about 46 µM); 360,000 compounds, 0.065% hits; AID 652025; in the data active = activation above about 50%; inconclusive = mostly about 30% to 49%; also: 0% is about no effect
#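 Quantitative HTS in unstimulated transgenic mouse T cells, with memory T cells as non-tolerant control and PMA/ionomycin as tolerance-bypass control. Compound pretreatment lasted 60 minutes before 18 h bead stimulation; EGFP/DsRed fluorescence read.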
# FUS yeast rescue – rescues growth of FUS-expressing yeast; S. cerevisiae FUS-expressing, growth rescue, OD600, 24 h; Potency, µM (highest dose often 76.6 µM), for inactives: at the top dose growth rescue (activation), most hits filed as activators; 390,000 compounds, 0.24% hits; AID 1347120;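 also: potency is read from the fitted curve at half-maximal effect; plate controls were DMSO vehicle for no effect and reference control for full effect; nearly all actives have a fitted effect of over 55% in size; some results filed as inactive show a strong effect at the top dose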
#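 FUS-expressing yeast, raffinose-pregrown, induced in 2% galactose minimal medium at OD 0.005; compounds in a dilution series, 24hr at 30C. Growth restoration read as absorbance at 600 nm. CP55940 positive control, DMSO negative.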
# PLK1 PBD block – blocks phosphopeptide binding to human PLK1 polo-box domain; P53350; Plk1 PBD binding of FITC phosphopeptide, fluorescence polarization; Potency, µM, for the others: max response, negative = inhibition, hits mostly inhibitors; 360,000 compounds, 2.8% hits; also: potency is read from the fitted curve at half-maximal effect; series mostly up to about 57 µM; % is scaled to controls: 0 for no effect and ±100 for the full control effect; nearly all actives have a fitted effect of over 65% in size
# Target sequence (P53350 whole entry, looked up, the tested form may be a part): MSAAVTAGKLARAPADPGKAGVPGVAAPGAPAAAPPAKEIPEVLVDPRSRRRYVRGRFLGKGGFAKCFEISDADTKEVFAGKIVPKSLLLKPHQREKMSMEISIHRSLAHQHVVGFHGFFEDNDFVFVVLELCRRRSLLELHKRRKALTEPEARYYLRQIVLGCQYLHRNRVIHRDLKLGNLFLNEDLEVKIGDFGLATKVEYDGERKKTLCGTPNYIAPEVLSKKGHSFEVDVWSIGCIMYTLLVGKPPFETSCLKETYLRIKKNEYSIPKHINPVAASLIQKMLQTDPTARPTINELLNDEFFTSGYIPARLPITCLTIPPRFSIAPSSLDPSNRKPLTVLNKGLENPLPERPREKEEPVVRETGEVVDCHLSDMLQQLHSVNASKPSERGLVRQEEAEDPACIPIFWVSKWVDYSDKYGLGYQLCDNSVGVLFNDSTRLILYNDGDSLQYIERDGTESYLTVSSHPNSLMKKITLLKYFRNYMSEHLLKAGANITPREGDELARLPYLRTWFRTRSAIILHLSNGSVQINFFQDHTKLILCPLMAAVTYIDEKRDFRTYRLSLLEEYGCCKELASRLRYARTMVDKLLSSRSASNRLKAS
# WRN inhibitor – inhibitors of human WRN helicase; AID 651768; Potency, µM (titrated, usually from 114 µM), for the others: top-dose activity change, negative = inhibition, most hits filed as inhibitors; WRN helicase unwinding, fluorescent forked duplex, kinetic; Q14191; 360,000 compounds, 0.46% hits; also: potency is read from the fitted curve at half-maximal effect; % is scaled to controls: 0 for no effect and ±100 for the full control effect; nearly all actives have a fitted effect of over 55% in size
#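 Enzyme (20 nM final) and test compound sit together 15 min at room temperature before substrate addition. Substrate is a single-forked duplex oligonucleotide (100 nM) labelled with fluorophore and quencher, with 2 mM ATP; helicase unwinding raises red fluorescence, read kinetically.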
# EPAC1 agonist – EPAC1 (human) agonism; O95398; EPAC1 agonist qHTS, biochemical assay; response scale: 100% = response to 6.5 mM cAMP; Potency, µM (highest dose often 154 µM), for inactives: at the top dose activation, hits mostly activators; 360,000 compounds, 0.073% hits; AID 720707; also: potency is read from the fitted curve at half-maximal effect; nearly all actives have a fitted effect of over 60% in size
#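 Read-out is the fluorescence drop as BODIPY-GDP leaves Rap1B (480 nm excitation, 540 nm emission), recorded every 5 minutes over 30 minutes. Reactions held 100 nM EPAC1, 250 nM Rap1B–BODIPY-GDP and 50 uM GDP, with 6.5 mM cAMP setting full activation.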
# Abeta rescue – restores growth of yeast expressing A-beta42 peptide; yeast expressing A-beta42, growth rescue, OD600, 48 h; response scale: 0% DMSO, 100% iron-clioquinol control; Potency, µM (doses to about 46.1 µM), for inactives: at the highest dose growth rescue, usual class: activators; 410,000 compounds, 0.063% hits; AID 1347071; also: potency is read from the fitted curve at half-maximal effect; nearly all actives have a fitted effect of over 55% in size
#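 Yeast growth medium received pinned compounds, then yeast cells expressing toxic A-beta were added; plates incubated at 30 C for 48 hr. Growth read as absorbance at 600 nm, normalized to DMSO and equimolar FeCl3 plus clioquinol controls.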
# aSyn rescue – inhibitors of alpha-synuclein toxicity in yeast; Potency, µM (doses to about 46.1 µM), without a hit: at the highest dose growth rescue (activation), usual class: activators; Yeast expressing alpha-synuclein, growth rescue, BacTiter-Glo, 24 h; 370,000 compounds, 0.14% hits; AID 652106; also: potency is read from the fitted curve at half-maximal effect; % of control where 0% means no effect; nearly all actives have a fitted effect of over 65% in size
#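 Rescue of yeast growth: cells expressing toxic alpha-synuclein, induced in galactose at OD600 0.02, incubated with compound 24 h at 30 C. ATP luminescence quantified growth; inhibitors of toxicity appear as activators.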
# EPAC1 antag – EPAC1 (human) antagonism; EPAC1 GEF assay, Rap1b-BODIPY-GDP exchange fluorescence; Potency, µM (titrated, usually from 115 µM), for the others: top-dose activity change, negative = inhibition, hits mostly inhibitors; 360,000 compounds, 0.14% hits; AID 720709;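 also: potency is read from the fitted curve at half-maximal effect; plate controls were vehicle for no effect and positive control for full effect; nearly all actives have a fitted effect of over 50% in size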
# The depositor's hits bear a star; ? = inconclusive; nt = no result given; & = joins results of further samples; [ ] = another dose, or the depositor's remark. Unless noted, calls follow the shape of the dose curve; as a rule, active = well fitted curve in the direction sought with a large enough effect; inconclusive = small, poorly fitted or top-dose-only effect, or another doubt; inactive = no such curve, though single readings can be large; an effect the other way counts as inactive or inconclusive. A portion of the library; the hit share may differ from the screen's.
structure,PI5P4Ka inh,IL-2 act,FUS yeast rescue,PLK1 PBD block,WRN inhibitor,EPAC1 agonist,Abeta rescue,aSyn rescue,EPAC1 antag
CC(C)n1c(=O)c(C=Nc2ccc(S(N)(=O)=O)cc2)c(O)n(Cc2ccco2)c1=O,-28,0.7,43%,-27%,-2%[11.6 µM],13%,-4%,-1%,1%
CCCN1CCC[C@H](c2cccc(O)c2)C1,-1,2.3,-30%,-2%,8%,4%,-12%,-7%&0%,-12%
CC(CC(C)(C)N1CC1)=NO,2,0.6,nt,-1%,6%,-12%,4%,1%,-5%
CSc1ncc(/C=C2/C(=O)NC(=O)N(c3ccc(Cl)cc3)C2=O)cn1,?,-0.5,24%,12µM*,?,-1%,-8%,0%,-2%
CC1=CP(=O)(Oc2ccc([N+](=O)[O-])cc2)CC1 (configuration not stated),1,-3.2,-21%,-9%,6%,10%,-7%,-5%,3%
CC(=O)Nc1ccc(C(=O)OCC(=O)Nc2ccc(Cl)cc2C(=O)c2ccccc2)cc1,13,-4.7,nt,-8%,-33%,8%,19%,3%,-4%
CC(C)c1cc(Br)c(NC(=O)Nc2cccnc2)c(Br)c1,-3,2.6,-20%,0%,3%,7%,-15%,-4%,2%
CC(NCc1ccc(Cl)c(Cl)c1)C(O)c1ccccc1 (configuration not stated),nt,-1.5,-4%,-6%,-9%,6%,-3%,6%,-1%
O=C(COC(=O)c1ccccc1)Nc1ccc(Cl)cc1C(=O)c1ccccc1,27,-1.9,-9%,-1%,-7%,-8%,3%,4%,-22%
Cc1sc2ncn(CC(=O)NCCCC(=O)N3CCC4(CC3)OCCO4)c(=O)c2c1C,nt,0.9,15%,2%,-8%,-5%,2%,-12%,14%
C[C@]1(O)CCC2C3CC[C@@H]4CC(=O)CC[C@]4(C)C3CC[C@@]21C (some centres not stated),-1,-1.1,nt,1%,10%,-8%,-19%,5%,13%
C[C@]12CC[C@H]3[C@@H](CCC4=CC(=O)CC[C@@]43O)[C@@H]1CCC2=O,4,-0.7,-35%,-1%,9%,7%,-5%,7%,-6%
CCOC(=O)C1(CCc2ccccc2)CCN(Cc2ccc3c(c2)OCCO3)CC1,-2,-4.6,5%,-11%,5%,1%,11%,0%,-15%
CCOC(=O)c1c(C)n(Cc2ccccc2)c2ccc(OCC(O)CNC(C)(C)C)cc12 (configuration not stated),0,0.7,20%,-3%,9%,3%,6%,-1%,-5%
COc1cccc(OC)c1CN1CCCC(C(=O)c2cccc(Cl)c2)C1 (configuration not stated),-5,0.2,-9%,-2%,0%,6%,1%,0%,7%
Cc1cc(NC(=O)COC(=O)c2c(C)nn(Cc3ccccc3Cl)c2C)no1,1,-0.2,?,-7%,4%,4%,-17%,2%,20%
COc1cc(C(=S)N2CCOCC2)cc(OC)c1OC(=O)Cc1ccccc1,-7,1.5,12%,?,0%,-16%,-9%,-4%,-24%
COC(=O)C1=C(c2ccc(F)cc2OCc2ccccc2)C[C@@H]2CC[C@H]1N2C(=O)NCc1ccc(C(C)(C)C)cc1,6,0.3,29%,-3%,-2%,-22%,1%,2%,-16%
CC(Cc1ccccc1)NC(=O)/C=C/C(=O)O (configuration not stated),-6,-9.2,5%,-9%,-27%[57.1 µM],8%,-1%,-3%,-21%
O=C(c1ccccc1)N1CCC2(CC1)OCCO2,8,1.1,-4%,-8%,-26%,2%,8%,-3%,-12%
CCCC(=O)Nc1ccc(N2CCN(CC)CC2)c(Cl)c1,5,-0.6,-17%,-5%,8%,-1%,5%,1%,-20%
COc1cc(C(O)CN)ccc1O (configuration not stated),6,0.4,-37%,-3%,-5%,9%,15%,4%&3%,-8%
c1ccc(Cn2ccnc2)cc1,2,-0.2,-30%,-1%,-1%,-10%,0%,-5%,-5%
COc1ccccc1CCNCc1ccc(OC)c(OC)c1OC,-3,0.0,19%,-6%,5%,15%,-4%,-2%,13%
COc1cccc(C2(O)CCSCC2CN(C)C)c1 (configuration not stated),-1,1.9,nt,-5%,1%,8%,3%,-1%,0%
N#CCCn1cc(C(=O)Nc2ccc([N+](=O)[O-])cc2)c(-c2ccccc2)n1,-5,1.2,6%,1%,0%,-4%,0%,3%,4%
Nc1c2c(nc3sc4c(c13)CCCC4)CCCCC2,-7,1.4,-3%,-9%,?,-12%,-2%,1%,-3%
CCCN1CCC(NC2CCC(O)CC2)CC1 (configuration not stated),-2,6.2,-3%,-6%,-14%,-5%,-14%,2%,3%
CC1CN(CCc2ccccc2)CC(C)O1 (configuration not stated),nt,1.1,-2%,-4%,-15%,6%,9%,2%,-5%
CCC(c1nnnn1-c1ccc(OC)cc1)N1CCC2(CC1)C(=O)NCN2c1ccccc1 (configuration not stated),-1,-0.3,18%,2%,3%,1%,-8%,?,0%
C=CCc1cc(OC)c2c(c1)OCO2,0,0.3,-10%,-6%,-1%,-3%,2%,-1%,-3%
CC(=O)N1CCN(c2ccc([N+](=O)[O-])cc2C=C2C(=O)NC(=O)NC2=O)CC1,1,-0.5,23%,?,-21%,6%,14%,-2%,-26%

# Next section.
canonical_smiles	PI5P4Ka inh	IL-2 act	FUS yeast rescue	PLK1 PBD block	WRN inhibitor	EPAC1 agonist	Abeta rescue	aSyn rescue	EPAC1 antag
CCOc1ccc(C(=O)OC2CC3CCC(C2)N3C)cc1 (configuration not stated)	-2	0.4	-22%	-1%	7%	-12%	-3%	-3%	-6%
O=C(Nc1ccc2c(c1)OCO2)c1cn(Cc2ccc(F)cc2)nn1	-19	2.7	3%	-1%	7%	-4%	-4%	15%	11%
CN1CCN(P(=O)(c2ccccc2)c2nc3ccccc3s2)CC1 (configuration not stated)	nt	-0.9	-3%	?	-11%	5%	3%	-13%	9%
COC(=O)C1=C(c2cccc(C#N)c2)C[C@@H]2CC[C@H]1N2C(=O)NCCOc1ccccc1Cl	0	-1.1	30%	3%	-3%	-10%	-2%	8%	11%
CC(Oc1cc2oc(=O)c3c(c2cc1Cl)CCCC3)C(=O)NCc1ccccn1 (configuration not stated)	4	-3.3	13%	24µM*	-3%	-7%	5%	0%	-24%
O=c1[nH]c(=O)n(Cc2ccco2)c(O)c1C=NCc1ccc2c(c1)OCO2	nt	-1.7	41%	-5%	-9%	-4%	4%	1%	2%
CN1CCc2cccc(Cl)c2CC1	-2	-0.6	-32%	0%	-3%	-1%	-10%	-13%&0%	-5%
Cc1ccc(NC(=O)c2cn(CCC#N)nc2-c2ccc3c(c2)OCCO3)c([N+](=O)[O-])c1	3	-1.5	40%	-12%	-6%	13%	-1%	10%	2%
Cc1ccc(S(=O)(=O)N2Cc3cc(-c4ccccc4)ccc3-n3nncc3C2)cc1	-1	-0.5	-22%	0%	-2%	0%	-3%	-2%	-20%
Cc1cccc(NC(=S)N2CC3CC(C2)c2cccc(=O)n2C3)c1C (configuration not stated)	2	-1.2	11%	0%	0%	-7%	4%	3%	-5%
COc1cccc(CN2CCCCC2c2cccnc2)c1 (configuration not stated)	nt	-1.1	-9%	-7%	1%	8%	0%	-1%	0%
O=P(Nc1ccccc1)(Oc1ccccc1)Oc1ccccc1	4	0.1	-7%	0%	-8%	-7%	22%	9%	-17%
CCOC(=O)c1c(-c2ccc(OC)cc2)oc2ccc(OC(=O)N(C)C)cc12	4	0.4	34%	-2%	-7%	7%	-17%	-1%	-4%
O=C(O)c1nn(Cc2ccc(Cl)cc2Cl)c2ccccc12	-3	-0.2	-11%	-17%	-9%	-8%	-23%	-45%&-14%&-5%[inhibitor]	-18%
O=C1/C(=C/c2ccncc2)N2CCC1CC2	1	-0.1	1%	1%	-11%	0%	-2%	8%	8%
CCOP1(=S)Oc2cc3c(cc2C(C(=O)OC)(C(F)(F)F)O1)OCO3 (configuration not stated)	nt	-1.4	-9%	24µM*	-2%	5%	8%	-68%[inhibitor]	3%
Cc1nn(-c2ccccc2)c2c1C(c1ccc(F)cc1F)C(C#N)=C(N)O2 (configuration not stated)	nt	0.0	10%	21µM*	-2%	4%	2%	-7%	4%

# In another format: results already given.
C=CCc1cc(OC)c2c(c1)OCO2
- PI5P4Ka inh: 0
- IL-2 act: 0.3
- FUS yeast rescue: -10%
- PLK1 PBD block: -6%
- WRN inhibitor: -1%
- EPAC1 agonist: -3%
- Abeta rescue: 2%
- aSyn rescue: -1%
- EPAC1 antag: -3%
COC(=O)C1=C(c2cccc(C#N)c2)C[C@@H]2CC[C@H]1N2C(=O)NCCOc1ccccc1Cl
- PI5P4Ka inh: 0
- IL-2 act: -1.1
- FUS yeast rescue: 30%
- PLK1 PBD block: 3%
- WRN inhibitor: -3%
- EPAC1 agonist: -10%
- Abeta rescue: -2%
- aSyn rescue: 8%
- EPAC1 antag: 11%
CCOC(=O)C1(CCc2ccccc2)CCN(Cc2ccc3c(c2)OCCO3)CC1
- PI5P4Ka inh: -2
- IL-2 act: -4.6
- FUS yeast rescue: 5%
- PLK1 PBD block: -11%
- WRN inhibitor: 5%
- EPAC1 agonist: 1%
- Abeta rescue: 11%
- aSyn rescue: 0%
- EPAC1 antag: -15%
Cc1cccc(NC(=S)N2CC3CC(C2)c2cccc(=O)n2C3)c1C (configuration not stated)
- PI5P4Ka inh: 2
- IL-2 act: -1.2
- FUS yeast rescue: 11%
- PLK1 PBD block: 0%
- WRN inhibitor: 0%
- EPAC1 agonist: -7%
- Abeta rescue: 4%
- aSyn rescue: 3%
- EPAC1 antag: -5%
